FN deposit inh = inhibitors of fibronectin matrix deposition, primary screen, AH1F cells, Alexa488-fibronectin fluorescence, plate reader. AH1F fibroblasts, overnight. inhibition, % at 12.6 µM. 0.086% of 350,000 active. AID 743247, 2014;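 active = mean inhibition across replicates of 30% or more, regardless of how many single replicates reach that level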;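 note: positive control wells lacked labelled fibronectin entirely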
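test system = AH1F fibroblasts assembling fluorescent fibronectin matrix | quantity = 10000 AH1F cells per well | buffer or medium = DMEM plus 2% serum, read in PBS | doses = single dose, pinned | incubation = 1 h cell attachment, overnight exposure to compound and label | detection = fluorescence at 485 nm excitation, 525 nm emission | read-out basis = inhibition from reduced deposited-fibronectin fluorescence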
LGR2 inh = inhibitors of bursicon-induced LGR2 CRE-luciferase signal, primary screen, cell-based, HEK293, CRE-luciferase reporter, bursicon stimulation | inhibition, % at 9.99 µM | 0.35% of 380,000 active | bursicon-stimulated, 4 h;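 active = drop in luminescence signal, shown as inhibition above about 50% in the replicate tests, limit read from the data, passing the limit was not always enough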;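 note: agonist challenge used bursicon conditioned medium at about half maximal strength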
Starred values were filed as active, the others as inactive; & = joins results of further samples. Some of the compounds tested (hit frequency here may not be typical).

SMILES	FN deposit inh	LGR2 inh
CCC(CO)NCc1cc(OC)c(OCC(=O)NCCc2ccccc2)cc1Br (centres undefined)	2	14
O=C(/C=C/c1ccccc1)c1ccc2c3c(cccc13)CC2	-4	-49
CC(C)Oc1cccc(C(=O)NC(=S)Nc2ccccc2)c1	10	-44
OC(CNCCC1C=Nc2ccccc21)Cn1c2ccc(Cl)cc2c2cc(Cl)ccc21 (centres undefined)	0	19
COc1ccc(NC(=O)C23CC4CC(C2)CC(c2ccccc2)(C4)C3)c(OC)c1	1	-10
C/C(Cc1ccccc1)=N\NC(=O)c1cccnc1	4	6
CCOC(=O)c1cnc2ccc(OC)cc2c1NCCc1ccc(OC)c(OC)c1	-3	-19
Cc1ccccc1-c1ccc(C2[C@H]3CNC[C@@H]2N3Cc2ccc3c(c2)OCO3)cc1 (some centres undefined)	-3&-9	-11&-19
COc1ccc(C2(CNC(=O)c3cccc([N+](=O)[O-])c3)CCOCC2)cc1	0	1
C=CCNC(=O)/C=C/c1ccc(C(C)C)cc1	9	-39
O=C(Nc1nc(-c2ccc(-c3ccccc3)cc2)cs1)C1=COCCO1	-4	-11
COc1ccc(Cc2nc3ccc(S(=O)(=O)N4CCOCC4)cc3[nH]2)cc1	0	-2
COc1ccc(C(=O)C2CCCN(C(=O)/C=C/c3ccccn3)C2)c(C)c1 (centres undefined)	-1	0
O=S1(=O)CC2N=C(N(Cc3c(F)cccc3Cl)c3ccccc3F)SC2C1 (centres undefined)	-1	11
Cc1cccc(N=Cc2[nH]c3ccc(Br)c(Cl)c3c2O)c1	3	-22
CCCCNS(=O)(=O)c1ccc(S(=O)(=O)N2CCC3(CC2)OCCO3)cc1	6	-10
N/C(=N\OC(=O)Cc1ccccc1)c1cccnc1	-9	-24
COc1cc(NC(=S)Nc2ccc(Br)cc2Cl)c(OC)cc1Cl	-3	18
COc1ccc(Cc2c(O)nc[nH]c2=O)cc1	5	2
O=C(CC1S/C(=N/N=C/c2cccs2)NC1=O)Nc1ccc(Cl)c(Cl)c1 (centres undefined)	4	2

Record cards (already shown). Order of screens: FN deposit inh, LGR2 inh
Profile of CC(C)Oc1cccc(C(=O)NC(=S)Nc2ccccc2)c1 = 10, -44
Profile of OC(CNCCC1C=Nc2ccccc21)Cn1c2ccc(Cl)cc2c2cc(Cl)ccc21 (centres undefined) = 0, 19
Profile of C=CCNC(=O)/C=C/c1ccc(C(C)C)cc1 = 9, -39

Continued:
SMILES	FN deposit inh	LGR2 inh
O=C1CN(C(=O)c2cc([N+](=O)[O-])ccc2Cl)C(c2ccc(F)cc2)c2cc(F)ccc2N1 (centres undefined)	2	-2
C[C@H](CO)N1C[C@H](C)[C@@H](CN(C)C(=O)Nc2cccc3ccccc23)Oc2ccc(NC(=O)Cc3ccccc3)cc2C1=O	1	-16
CC(C)(C)C(=O)Nc1cc(NC(=O)C(C)(C)C)cc(C(=O)Nc2cc(C(=O)O)cc(C(=O)O)c2)c1	-2	-3
CCOC(=O)c1cc2[nH]c3ccccc3c2[n+](-c2ccc([N+](=O)[O-])cc2)c1C	-5	9
O=C(NC(=S)N1CCN(Cc2ccccc2)CC1)c1ccccc1	-5	9
CCOC(=O)/C(C#N)=N/Nc1ccc(S(=O)(=O)N2CCc3ccccc32)cc1	2	19
C[C@@H]1CN([C@H](C)CO)C(=O)c2cc(NC(=O)c3ccncc3)ccc2O[C@@H](C)CCCCO[C@H]1CN(C)Cc1ccncc1	-9	-10
COc1cc(C=O)ccc1OCc1ccccc1Br	-4	-77
CCc1c(C)c(C#N)c2nc3ccccc3n2c1-n1nc(C)cc1C	-2	-4
COc1ccc(/C=C2\SC(=O)N(CCNC(=O)CCS(=O)(=O)c3ccc(C)cc3)C2=O)cc1	3	-45
Cc1ccc(C(C)C)c(OCC(=O)NN=C2CCCCCCC2)c1	7	17
C=CCc1ccc(OCCCCNC(C)CC)c(OC)c1 (centres undefined)	-11	6
Cc1c(Cl)cccc1NC(=O)CSCc1cc(=O)[nH][nH]1	-8	-2
Cc1ccc(CN2CCN(CC(=O)N/N=C/c3c[nH]c4ccccc34)CC2)cc1	6	3
CC1(NC(=O)CC[N+](C)(C)CCO)CS(=O)(=O)CC1S(=O)(=O)[O-] (centres undefined)	9	16
CC(=O)Nc1cccc(NC(=O)c2oc3ccccc3c2C)c1	9	-27
O=C(Nc1ccccc1N1CCCC1)c1cccc(-c2cc3ccccc3oc2=O)c1	2	-35
O=C(/C(Br)=C/Nc1cc(Cl)ccc1Cl)C(F)(F)F	4	3
CCN(CC)c1ccc(/C=N/NC(=O)Nc2nonc2N)cc1	6	-32
CCOC(=O)C1CCC(CN(Cc2ccccc2C)S(=O)(=O)c2ccc([N+](=O)[O-])cc2)CC1 (centres undefined)	-1	1
CCOC(=O)C1CCCN(Cc2ccccc2Cl)C1 (centres undefined)	0	16
COC(=O)Cn1c(=NC(=O)c2cc(OC)cc(OC)c2)sc2cc(OC)ccc21	3	-8
Oc1ccc(-c2nc3ccc4ccccc4c3c3c2CCC3)cc1O	13	-19
CC(C)N(C(=O)c1ccc2nc(-c3ccccc3)c(-c3ccccc3)nc2c1)C(C)C	2	14
CCCn1c(SCC(=O)c2c[nH]c3ccccc23)nnc1-c1ccncc1	-2	1
COc1ccc(N2CCN(C(=O)c3ccc(Oc4ccc(C(F)(F)F)cn4)cc3)CC2)cc1	1	-1
Cc1ccc(OCC(=O)Nc2ccc(C)c(S(=O)(=O)N3CCCCC3)c2)c([N+](=O)[O-])n1	4	-17
COc1ccc(S(=O)(=O)N2CCOC2CNC(=O)C(=O)NCCc2ccc(OC)c(OC)c2)cc1 (centres undefined)	10	13
O=C(N/N=C/C1=C(N2CCOCC2)C(=C\c2ccccc2)/CC1)Nc1ccccc1	4	1
COC(=O)c1ccccc1NC(=O)c1cccc(NC(=O)C(C)C)c1	-1	-6
Cn1c(CN2CCCC(C(=O)c3ccc4c(c3)OCO4)C2)nc2ccccc21 (centres undefined)	-1	34
Nc1nc(C23CC4CCC(CC(C4)C2)C3)cs1	-3	19
O=C(COc1ncnc2c(Cl)cc(Cl)cc12)Nc1cc([N+](=O)[O-])ccc1Cl	5	-13
O=C(COC(=O)c1cc(=O)c2ccccc2o1)Nc1ccc2ccccc2c1	-7	-41
Cc1ccc(C(=O)Nc2cc(Cl)ccc2Oc2ccccc2)cc1[N+](=O)[O-]	10	6
O=C(CNC(=S)N(Cc1ccccc1)Cc1cccnc1)NC1CC1	-3	-6
COc1ccc(NC(=O)N2CCC3(CC2)CN(C(=O)c2cccnc2)[C@@H](CO)c2[nH]c4cc(OC)ccc4c23)cc1	-8	0
O=C(/C=C/c1ccc(S(=O)(=O)N2CCOCC2)cc1)NCc1ccccc1Cl	-4	19
CC1CN(C(=S)SCC(=O)c2ccccc2)CC(C)O1 (centres undefined)	-5	-19
C/C=C/c1ccc(C2[C@@H]3CN(C(=O)Nc4ccccc4F)C[C@H]2N3)cc1 (some centres undefined)	-6&-8	-1&-16

Copied from the listing (2 entries):
SMILES	FN deposit inh	LGR2 inh
CC1CN(C(=S)SCC(=O)c2ccccc2)CC(C)O1 (centres undefined)	-5	-19
C/C=C/c1ccc(C2[C@@H]3CN(C(=O)Nc4ccccc4F)C[C@H]2N3)cc1 (some centres undefined)	-6&-8	-1&-16

The list goes on:
SMILES	FN deposit inh	LGR2 inh
CC(=O)Nc1ccc(C(=O)OCC(=O)Nc2ccc([N+](=O)[O-])cc2C(F)(F)F)cc1	1	-6
N#C/C(=C\c1ccc(OC(=O)c2ccc(Br)s2)cc1)c1nc2ccccc2[nH]1	8	-39
O=C(Nc1ccccc1)c1ccc(NCC2CCCO2)c([N+](=O)[O-])c1 (centres undefined)	5	-12
COc1ccc(C2NC(=S)NC(C)=C2C(=O)Nc2ccccn2)cc1OC (centres undefined)	0	-2
COc1ccc(S(=O)(=O)N(C)C)cc1NS(=O)(=O)c1ccc(F)c(F)c1F	1	7
COc1ccc(N=C2SC(CC(=O)Nc3ccccc3OC)C(=O)N2Cc2ccco2)cc1 (centres undefined)	2	11
COc1ccc(S(=O)(=O)N(CC(=O)O)Cc2ccccc2)cc1OC	0	-12
C/C(=N\NC(=O)c1cc(Cl)ccc1O)c1ccc(Br)s1	-3	1
Cc1c(O)ccc2c(CN3CCN(CCO)CC3)cc(=O)oc12	-6	11
Cc1cc(OCC(=O)NC2CCCCC2)ccc1Cl	-6	-7
CCOc1ccc(OCCCCOc2ccccc2C(C)=O)cc1	-5	-7
O=C(Nc1ccccc1Cl)c1ccccc1Cc1ccccc1	-7	-7
O=C(CSc1ccc(-c2ccc(F)cc2)nn1)Nc1ccc2c(c1)OCCO2	-5	1
CC1CCN(CC(=O)Nc2nn(-c3ccccc3)nc2C(N)=O)CC1	5	6
CC1CCC/C(=N/Nc2nc3ccccc3s2)C1 (centres undefined)	0	-28
CCC(=O)CCC(=O)c1ccc2ccccc2c1	-3	-54
COc1ccccc1N=C1SCC(=O)N1c1ccccc1OC	6	17
CCOC(=O)c1c(/N=C/C2=C(O)CC(C)(C)CC2=O)sc(C)c1C	-10	12
CCCCOc1ccc(C(=O)NCC(=O)OCC(=O)N2CCN(S(=O)(=O)c3ccc(C)cc3C)CC2)cc1	1	7
Cc1ccc(C)c(-n2cc[nH]c2=S)c1	3	-4
Cc1ccc(-n2c(SCC(=O)NCCN3C(=O)CSC3=O)nnc2-c2ccccc2)cc1C	1	-2
O=C(NC(=S)N1CCCc2ccccc21)c1ccc(Br)cc1	2	-9
CCC[C@@H](NS(=O)(=O)c1ccc(C)cc1)C(=O)Oc1ccc2c3c(c(=O)oc2c1)CCC3	3	3
Cc1ccc(-n2nc3c(SCCN4CCOCC4)nnc(C)c3c2C)cc1	-7	-4
CCCCOC(=O)Oc1ccc2c(=O)c(Oc3cc(C)cc(C)c3)coc2c1	-9	-19
COc1cc(C(=O)NCCC(C)C)ccc1OCc1ccc(Cl)cc1Cl	-8	-5
CCOC(=O)c1c(C(F)(F)F)cc(-c2ccc(F)cc2)nc1C	-2	9
CNC[C@@H]1Oc2c(NS(=O)(=O)c3ccc(OC)cc3)cccc2C(=O)N([C@@H](C)CO)C[C@H]1C	0	-3
CCc1sc(C(=O)Nc2ccc(F)cc2C)cc1C	1	-19
C/C(N)=C(/C#N)C(=O)COC(=O)c1cc(-c2ccc(C)cc2)nc2ccccc12	-29	-6
O=C(c1ccccc1[N+](=O)[O-])N1CCN(Cc2ccc3c(c2)OCO3)CC1	8	-12
CCN(c1ccccc1)S(=O)(=O)c1ccc(OC)c(NC(=O)CNCC(C)O)c1 (centres undefined)	3	14
O=c1c2cc(Cl)ccc2[nH]c(=S)n1Cc1cccs1	4	-4
COc1ccc(C)cc1C1=Nc2ccccc2C1(C)C	-1	6

A second format for three compounds above:
Compound | FN deposit inh | LGR2 inh
CCCCOC(=O)Oc1ccc2c(=O)c(Oc3cc(C)cc(C)c3)coc2c1 | -9 | -19
COc1cc(C(=O)NCCC(C)C)ccc1OCc1ccc(Cl)cc1Cl | -8 | -5
CCOC(=O)c1c(C(F)(F)F)cc(-c2ccc(F)cc2)nc1C | -2 | 9

Gathered by group, the compounds so far with a nitro group on carbon
SMILES	FN deposit inh	LGR2 inh
COc1ccc(C2(CNC(=O)c3cccc([N+](=O)[O-])c3)CCOCC2)cc1	0	1
O=C1CN(C(=O)c2cc([N+](=O)[O-])ccc2Cl)C(c2ccc(F)cc2)c2cc(F)ccc2N1 (centres undefined)	2	-2
CCOC(=O)c1cc2[nH]c3ccccc3c2[n+](-c2ccc([N+](=O)[O-])cc2)c1C	-5	9
CCOC(=O)C1CCC(CN(Cc2ccccc2C)S(=O)(=O)c2ccc([N+](=O)[O-])cc2)CC1 (centres undefined)	-1	1
Cc1ccc(OCC(=O)Nc2ccc(C)c(S(=O)(=O)N3CCCCC3)c2)c([N+](=O)[O-])n1	4	-17
O=C(COc1ncnc2c(Cl)cc(Cl)cc12)Nc1cc([N+](=O)[O-])ccc1Cl	5	-13
Cc1ccc(C(=O)Nc2cc(Cl)ccc2Oc2ccccc2)cc1[N+](=O)[O-]	10	6
CC(=O)Nc1ccc(C(=O)OCC(=O)Nc2ccc([N+](=O)[O-])cc2C(F)(F)F)cc1	1	-6
O=C(Nc1ccccc1)c1ccc(NCC2CCCO2)c([N+](=O)[O-])c1 (centres undefined)	5	-12
O=C(c1ccccc1[N+](=O)[O-])N1CCN(Cc2ccc3c(c2)OCO3)CC1	8	-12
